# High-throughput results deposited in PubChem BioAssay by several laboratories.
# HTRA1 inhibitor – inhibitors of human serine peptidase HTRA1. recombinant HTRA1, FP-rhodamine activity-based probe, fluorescence polarization. Q92743. AID 504803. actives 0.5% (n = 340,000). inhibition, % at 5.96 µM; in the data active = inhibition above about 36%;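 note: 0% = enzyme with DMSO and 100% = wells lacking enzyme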
# SIAE primary – inhibitors of human sialic acid acetylesterase SIAE. actives 0.69% (n = 370,000). inhibition, % at 9.66 µM. SIAE FP-Rh probe binding, fluorescence polarization. Q9HAT2;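 active = inhibition above a cutoff: mean of compounds within the control limits plus 3 SD of those, cut at about 17% in these data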;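 note: 0% = plate median of compound wells and 100% = probe without SIAE protein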
# rCAG RNA binder – r(CAG) repeat RNA binding; actives 1.3% (n = 370,000); inhibition, % at 3 µM; TO-PRO-1 dye displacement fluorescence;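 active = inhibition above the plate cutoff, the mean of all test compounds on that plate plus 3 SD, cut at about 35% in these data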;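 note: 0% = DMSO alone and 100% = 100 µM mitoxantrone as full dye displacement; higher means more dye released from RNA so lower well fluorescence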
# PRMT1 FP inh – inhibitors of human PRMT1; recombinant PRMT1, activity-based probe fluorescence polarization; actives 1.3% (n = 370,000); inhibition, % at 2.79 µM; AID 652257;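 active = inhibition above about 21% made by adding two undisclosed values, limit read from the data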
# GC-A act – GC-A (human) enzyme activation. HEK293 GC-A cells, cGMP TR-FRET, EC30 ANP; 0% at EC30 ANP, 100% saturating ANP. activation, % at 10 µM. actives 0.14% (n = 370,000). AID 1671463; in the data active = activation above about 40%
# UHRF1 MBD2 ctr – UHRF1 methyl-DNA binding inhibition | UHRF1 binding to methylated oligo, TR-FRET | inhibition, % at 4.4 µM | actives 0.75% (n = 370,000); in the data active = inhibition above about 21%;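 note: UHRF1 SRA domain binding a hemimethylated CpG hairpin DNA probe; 0% = median of test compound wells and 100% = reference inhibitor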
# NPR2 activator – GC-B (human) receptor activation | HEK293-GC-B cells, CNP EC30, cGMP TR-FRET; 0% at EC30 CNP, 100% saturating CNP | activation, % at 10 µM | actives 0.11% (n = 370,000) | AID 1920062;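 active = activation at 10 µM reaching about 35% in either raw or pattern-adjusted values, limit read from the data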
# Target sequence (P20594 whole entry, looked up): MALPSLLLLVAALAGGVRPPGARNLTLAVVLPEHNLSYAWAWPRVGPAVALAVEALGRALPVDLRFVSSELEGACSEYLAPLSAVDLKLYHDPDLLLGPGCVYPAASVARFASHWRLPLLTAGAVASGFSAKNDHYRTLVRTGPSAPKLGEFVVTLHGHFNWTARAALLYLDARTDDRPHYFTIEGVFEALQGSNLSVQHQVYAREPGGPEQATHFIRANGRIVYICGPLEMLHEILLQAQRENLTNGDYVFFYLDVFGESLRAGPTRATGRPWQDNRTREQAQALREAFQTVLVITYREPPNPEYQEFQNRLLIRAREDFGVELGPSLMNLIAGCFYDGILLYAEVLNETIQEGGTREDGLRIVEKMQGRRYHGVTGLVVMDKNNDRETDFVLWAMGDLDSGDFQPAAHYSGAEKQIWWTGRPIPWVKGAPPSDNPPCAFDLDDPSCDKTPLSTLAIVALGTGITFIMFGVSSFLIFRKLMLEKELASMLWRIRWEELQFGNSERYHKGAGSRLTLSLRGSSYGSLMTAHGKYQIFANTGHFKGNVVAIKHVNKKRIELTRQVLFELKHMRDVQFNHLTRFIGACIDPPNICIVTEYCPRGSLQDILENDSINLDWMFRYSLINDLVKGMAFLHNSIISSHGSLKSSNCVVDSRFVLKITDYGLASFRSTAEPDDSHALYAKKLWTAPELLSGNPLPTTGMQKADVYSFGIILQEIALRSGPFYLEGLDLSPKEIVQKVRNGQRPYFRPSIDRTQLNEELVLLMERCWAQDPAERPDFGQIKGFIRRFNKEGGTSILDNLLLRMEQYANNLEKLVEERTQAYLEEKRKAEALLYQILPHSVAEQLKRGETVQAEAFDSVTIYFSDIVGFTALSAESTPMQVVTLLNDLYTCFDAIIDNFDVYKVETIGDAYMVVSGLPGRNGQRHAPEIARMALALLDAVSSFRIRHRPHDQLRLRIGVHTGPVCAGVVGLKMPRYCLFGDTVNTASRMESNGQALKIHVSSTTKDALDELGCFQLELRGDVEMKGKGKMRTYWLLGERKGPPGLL
# TCR CD3 inh – inhibitors of human TCR-CD3 interaction; inhibition, % at 9.4 µM; actives 0.37% (n = 360,000); TAMRA-labeled TCR probe fluorescence, biochemical; in the data active = inhibition above about 19%;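 note: recombinant mutant TCR 2C K166C tagged with TAMRA read by polarization; 0% = receptor in buffer alone and 100% = receptor with positive control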
# mABHD4 FP – inhibitors of mouse ABHD4 | Q8VD66 | purified mABHD4, FP-Rh probe fluorescence polarization | inhibition, % at 8.92 µM | actives 0.54% (n = 370,000);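 active = inhibition exceeding the mean over every tested compound plus 3 SD, cut at about 30% in these data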;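 note: 0% = plate median of compound wells and 100% = S159A mutant with DMSO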
#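 Test system: mABHD4 protein | Buffer or medium: HEPES pH 7.0 buffer, 150 mM NaCl, 0.01% Pluronic F-127 | Probe or stimulus: FP-Rh fluorescent activity-based probe, added after compound pre-incubation | Timing: Pre-incubation 45 min, probe exposure 60 min, at 25 °C | Technique: Fluorescence polarization, excitation 525 nm, emission 598 nm, BODIPY TMR filters | Repeats: Single well per compound (singlicate)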
# MBD2 DNA inh – inhibitors of human MBD2 binding to methylated oligonucleotide | actives 0.31% (n = 370,000) | TR-FRET | AID 686964 | inhibition, % at 4.4 µM; in the data active = inhibition above about 13%
# Active calls of the source: *; . = no result given.
1. CN(Cc1nccn1C)C(=O)C1CCC(=O)N(CCc2ccc(Cl)cc2)C1 (stereo not given)
2. Cc1ccc(-n2nc3c(c2NC(=O)c2cccs2)CS(=O)(=O)C3)c(C)c1
3. CCc1ccccc1NC(=O)c1cc(-c2ccc(OC)cc2)on1
4. O=C(NCCN1CCOCC1)C(Sc1ccccc1)c1ccccc1 (stereo not given)
5. CCOC(=O)C1CCN(C(=S)Nc2ccc(S(N)(=O)=O)cc2)CC1
6. CCN1CCN(C(CNS(=O)(=O)c2ccc(Br)cc2)c2cccnc2)CC1 (stereo not given)
7. CCN(CC)S(=O)(=O)c1cccc(C(=O)N/N=C/c2cccc(O)c2O)c1
8. Cc1cc(/C=C2/C(=N)N3C(=NC2=O)SN=C3S(C)(=O)=O)c(C)n1-c1ccccc1

assay / entry,1,2,3,4,5,6,7,8
HTRA1 inhibitor,8,-2,6,-5,1,2,14,-3
SIAE primary,-1,-2,1,0,3,9,27*,-19
rCAG RNA binder,-6,2,0,-3,1,-2,37*,58*
PRMT1 FP inh,0,0,-1,1,4,1,10,1
GC-A act,0,-5,-1,4,3,-3,-1,1
UHRF1 MBD2 ctr,-2,-2,1,-1,1,1,-2,-3
NPR2 activator,-1,-7,0,-1,-1,-7,-3,-3
TCR CD3 inh,2,6,-1,6,-1,-5,9,6
mABHD4 FP,-5,7,-3,-1,9,-2,16,-13
MBD2 DNA inh,-7,15*,-2,0,1,8,-1,-5

9. COc1ccccc1N1CCN(S(=O)(=O)CCNC(=O)c2ccc(OC(C)C)cc2)CC1
10. O=C(Nc1nccs1)c1ccc(Cl)s1
11. COc1ccc(C(O)c2nc(-c3cccc(NC(C)=O)c3)cs2)cc1 (stereo not given)
12. CC(C)Oc1cccc(C(=O)C2CCCN(Cc3cnc(N4CCOCC4)s3)C2)c1 (stereo not given)
13. C#CCOCCOCCOCCNc1nc(N2CCN(C(=O)[C@H]([C@@H](C)CC)n3cc(CCCCN)nn3)CC2)nc(N2CCN(C(=O)[C@H](CCCCN)n3cc(CC(C)O)nn3)CC2)n1 (stereo not given in full)
14. CCc1nnc(NC(=O)c2nc3nc(C)cc(C)n3n2)s1
15. CCOC(=O)C1CCN(C(=O)Cc2c(C(=O)O)n(CC)c3ccccc23)CC1
16. COc1ccc(OCC2CN(C3CCCC3)S(=O)(=O)CCO2)cc1 (stereo not given)

assay / entry,9,10,11,12,13,14,15,16
HTRA1 inhibitor,-3,-5,.,1,4,3,-5,.
SIAE primary,3,0,3,9,6,-1,0,2
rCAG RNA binder,-10,1,5,-9,3,2,6,-2
PRMT1 FP inh,3,-4,-1,-4,-2,-4,-2,-5
GC-A act,-1,2,-2,1,3,8,0,3
UHRF1 MBD2 ctr,6,-2,4,-1,8,1,-2,2
NPR2 activator,1,3,-3,2,-1,-4,2,3
TCR CD3 inh,-3,-1,-4,7,-1,6,-1,6
mABHD4 FP,1,-2,-9,7,-1,8,-2,1
MBD2 DNA inh,0,-4,8,-6,3,-5,2,-5

17. CNC(=O)CCN(Cc1ccco1)S(=O)(=O)c1ccc(OC)c(OC)c1
18. O=C(CCn1cccc(C(F)(F)F)c1=O)Nc1cccc(C(F)(F)F)c1
19. O=C(CNC(=O)COc1ccccc1)NCc1ccccc1F
20. O=C(Nc1ccc(O)c(-c2nc3ccccc3s2)c1)c1cc(=O)c2ccccc2o1
21. CCC(C)N(C)C1CCN(C(=S)Nc2cccc(SC)c2)CC1 (stereo not given)
22. O=C1CN(C(=O)c2ccc(Cl)c([N+](=O)[O-])c2)c2ccccc2N1
23. CCC(=O)Nc1nnc(C(C)(C)C)s1
24. COC(=O)C1=C(C)N(C)C(=O)NC1c1cc(Cl)cc(Cl)c1OC (stereo not given)

assay / entry,17,18,19,20,21,22,23,24
HTRA1 inhibitor,4,.,1,0,-4,2,6,4
SIAE primary,-9,-3,-8,4,-2,-10,3,-1
rCAG RNA binder,-3,-9,-1,3,-3,0,-3,-3
PRMT1 FP inh,7,3,-2,-5,2,4,0,1
GC-A act,1,2,3,-1,2,-30,4,-4
UHRF1 MBD2 ctr,5,5,0,-2,2,6,3,4
NPR2 activator,4,-1,1,5,-1,-9,-4,-8
TCR CD3 inh,-2,-10,8,-4,-2,-1,2,-2
mABHD4 FP,-3,2,4,-10,6,-3,8,0
MBD2 DNA inh,7,0,3,-2,4,9,0,-4

25. CCOc1ccc(NC(=O)Nc2nc(SCC)ns2)cc1
26. COc1ccc(NC(=O)CN2c3cccc4cccc(c34)S2(=O)=O)cc1
27. O=C(COC(=O)CC1CCCC1)Nc1ccc(Cl)cc1
28. O=C1CC(c2ccncc2)c2cc3c(cc2N1)OCCO3 (stereo not given)
29. Cn1nc(C(C)(C)C)cc1C(=O)N1CCCCC1c1cc(C(=O)NCc2cccnc2)no1 (stereo not given)
30. CCCCNc1c(-c2ccc(OC)c(SC3CCCCC3)c2)nc2cc(C)ccn12
31. O=C(NC1CCN(S(=O)(=O)c2ccc(Cl)c(F)c2)CC1)c1cccnc1
32. Brc1ccc(CN2CCSCC2)cc1

assay / entry,25,26,27,28,29,30,31,32
HTRA1 inhibitor,-21,-3,-4,-3,.,5,3,2
SIAE primary,0,2,3,6,3,12,0,-1
rCAG RNA binder,65*,9,-3,-1,-1,-3,0,-1
PRMT1 FP inh,0,3,-3,1,-2,-1,-2,-3
GC-A act,8,5,2,3,1,9,-1,2
UHRF1 MBD2 ctr,-1,0,-2,-2,-1,0,-1,3
NPR2 activator,6,2,1,7,0,3,-4,-3
TCR CD3 inh,3,0,9,3,7,9,8,-1
mABHD4 FP,-4,11,2,1,-5,30*,2,1
MBD2 DNA inh,1,-3,-4,0,4,1,-2,-6

33. CCCCSc1nc2c(cnn2-c2ccc(F)cc2)c(=O)[nH]1
34. COC(=O)c1sc(-c2ccccc2)cc1NC(=O)c1ccc(OC)cc1
35. O=C(Nc1ccc(F)cc1)Nc1cnccn1
36. Cc1cccc(NS(=O)(=O)c2ccc(C)c(C(=O)N3CCN(C(=O)c4ccco4)CC3)c2)c1
37. COc1ccc(OC)c2[nH]c(=O)c(CCNC(=S)NC(C)(C)C)cc12
38. CC(C)(C)NC(=O)NC(=O)CN1C(=O)NC(C)(c2ccccc2)C1=O (stereo not given)
39. COc1ccc(CCN(C)CCCN2CC(c3ccccc3)CC2=O)cc1OC (stereo not given)
40. FC(F)Oc1ccc(NC(=S)NC2CCCCCCC2)cc1

assay / entry,33,34,35,36,37,38,39,40
HTRA1 inhibitor,-4,-3,2,0,0,14,0,-27
SIAE primary,-3,-10,-6,-11,3,1,-5,3
rCAG RNA binder,2,-3,-2,6,-7,-9,-7,3
PRMT1 FP inh,3,0,3,6,-2,3,5,-2
GC-A act,15,-9,-1,-2,9,-1,-4,1
UHRF1 MBD2 ctr,0,7,5,2,-4,4,3,-3
NPR2 activator,1,-2,-4,2,-1,6,1,7
TCR CD3 inh,-5,-12,1,-1,5,-9,-12,4
mABHD4 FP,2,-1,-5,2,2,-3,14,-10
MBD2 DNA inh,2,3,2,-2,-6,5,2,0

# Part of the list above in order of count of non-hydrogen atoms, descending.
36. Cc1cccc(NS(=O)(=O)c2ccc(C)c(C(=O)N3CCN(C(=O)c4ccco4)CC3)c2)c1
30. CCCCNc1c(-c2ccc(OC)c(SC3CCCCC3)c2)nc2cc(C)ccn12
39. COc1ccc(CCN(C)CCCN2CC(c3ccccc3)CC2=O)cc1OC (stereo not given)
34. COC(=O)c1sc(-c2ccccc2)cc1NC(=O)c1ccc(OC)cc1
37. COc1ccc(OC)c2[nH]c(=O)c(CCNC(=S)NC(C)(C)C)cc12
33. CCCCSc1nc2c(cnn2-c2ccc(F)cc2)c(=O)[nH]1
28. O=C1CC(c2ccncc2)c2cc3c(cc2N1)OCCO3 (stereo not given)
27. O=C(COC(=O)CC1CCCC1)Nc1ccc(Cl)cc1
35. O=C(Nc1ccc(F)cc1)Nc1cnccn1
32. Brc1ccc(CN2CCSCC2)cc1

assay / entry,36,30,39,34,37,33,28,27,35,32
HTRA1 inhibitor,0,5,0,-3,0,-4,-3,-4,2,2
SIAE primary,-11,12,-5,-10,3,-3,6,3,-6,-1
rCAG RNA binder,6,-3,-7,-3,-7,2,-1,-3,-2,-1
PRMT1 FP inh,6,-1,5,0,-2,3,1,-3,3,-3
GC-A act,-2,9,-4,-9,9,15,3,2,-1,2
UHRF1 MBD2 ctr,2,0,3,7,-4,0,-2,-2,5,3
NPR2 activator,2,3,1,-2,-1,1,7,1,-4,-3
TCR CD3 inh,-1,9,-12,-12,5,-5,3,9,1,-1
mABHD4 FP,2,30*,14,-1,2,2,1,2,-5,1
MBD2 DNA inh,-2,1,2,3,-6,2,0,-4,2,-6

# (cont.)
41. COc1ccc(C)cc1NC(=O)C1CCCN1C(=O)OCc1ccccc1 (stereo not given)
42. CC1CCCN(CCC(=O)Nc2ccc(F)c(F)c2)C1 (stereo not given)
43. CCOC(=O)C(C)N1N=C(/C=C/c2ccc(OC)cc2)CCC1=O (stereo not given)
44. COc1cccc(OC)c1C(=O)OCC(=O)Nc1ccc(OC(F)(F)F)cc1
45. COC(=O)C1(C)NC(c2cccs2)C2C(=O)N(c3ccc(F)cc3)C(=O)C21 (stereo not given)
46. Cc1ccc(C)c(S(=O)(=O)NCC(=O)N2CCCC2)c1
47. CC(C)(C)CC(C)(C)Nc1c(-c2ccc(O)cc2)nc2cnccn12
48. CC(C)(C)c1ccc(C(CC(=O)O)NC(=O)Cc2ccccc2)cc1 (stereo not given)

assay / entry,41,42,43,44,45,46,47,48
HTRA1 inhibitor,2,1,-1,-16,3,-2,-10,-1
SIAE primary,8,-6,1,-9,0,3,5,-1
rCAG RNA binder,-8,-1,-7,-1,2,0,-3,1
PRMT1 FP inh,0,1,1,-2,3,-1,-1,-3
GC-A act,2,5,-4,3,3,5,5,0
UHRF1 MBD2 ctr,-2,3,0,-1,-1,1,3,-2
NPR2 activator,-3,5,-1,1,0,8,1,6
TCR CD3 inh,-8,-5,8,8,-1,0,5,0
mABHD4 FP,0,-2,-4,-26,-4,3,-9,-3
MBD2 DNA inh,4,-1,3,-9,-3,3,-9,-6

49. Cc1cc(O)c(-c2cc(C(=O)NCc3ccc4c(c3)OCO4)[nH]n2)cc1C
50. Cc1ccc(OC(C)C(=O)Nc2ccc(F)cc2)c([N+](=O)[O-])n1 (stereo not given)
51. O=C(CN1CCN(Cc2ccccc2)CC1)Nc1ccc(N2CCOCC2)cc1
52. O=C(CN1C(=O)CCC1=O)Nc1cccc2c1C(=O)NC2=O
53. CCN1C(=O)c2ccccc2S(=O)(=O)c2ccc(C(=O)NCCOC)cc21
54. O=C(c1ncc[nH]1)c1ccco1

assay / entry,49,50,51,52,53,54
HTRA1 inhibitor,2,-2,0,-8,3,0
SIAE primary,-5,4,2,-6,5,-5
rCAG RNA binder,7,1,-4,0,24,5
PRMT1 FP inh,-1,-2,-3,-4,-2,5
GC-A act,5,-3,0,3,5,3
UHRF1 MBD2 ctr,-1,2,0,-2,0,3
NPR2 activator,9,0,-1,-2,-1,7
TCR CD3 inh,-6,5,2,-2,-1,-1
mABHD4 FP,11,1,5,-1,0,-13
MBD2 DNA inh,-2,1,7,-4,-1,8

# Fetched by compound from the list above (two):
53. CCN1C(=O)c2ccccc2S(=O)(=O)c2ccc(C(=O)NCCOC)cc21
49. Cc1cc(O)c(-c2cc(C(=O)NCc3ccc4c(c3)OCO4)[nH]n2)cc1C

assay / entry,53,49
HTRA1 inhibitor,3,2
SIAE primary,5,-5
rCAG RNA binder,24,7
PRMT1 FP inh,-2,-1
GC-A act,5,5
UHRF1 MBD2 ctr,0,-1
NPR2 activator,-1,9
TCR CD3 inh,-1,-6
mABHD4 FP,0,11
MBD2 DNA inh,-1,-2

# Not all compounds are listed, so the mix of outcomes need not match the whole.
